Compound activity from PubChem BioAssay.
sgs1 mgt1: NCI yeast anticancer drug screen, S. cerevisiae sgs1 mgt1 strain. % growth inhibition at 50 µM. 78,000 compounds, 10% hits. AID 161;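 note: 0% = growth of vehicle-only cultures of the same strain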
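Compounds are added to genetically altered yeast, and growth is compared with cultures given vehicle alone to give percent inhibition.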
cln2 rad14: NCI yeast anticancer drug screen, S. cerevisiae cln2 rad14 strain. growth inhibition, % at 50 µM. 78,000 compounds, 8.3% hits. AID 165;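 note: 0% = growth of vehicle-only cultures of the same strain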
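Compounds are applied to the cln2 rad14 yeast strain, and growth is then compared with that of vehicle-treated cultures to give inhibition.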
mlh1 rad18: NCI yeast anticancer drug screen, S. cerevisiae mlh1 rad18 strain. AID 175. growth inhibition, % at 50 µM. 79,000 compounds, 11% hits;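 note: 0% = growth of vehicle-only cultures of the same strain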
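Vehicle-treated cultures served as the reference for growth inhibition in a yeast strain carrying DNA damage repair alterations exposed to each compound.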
bub3: NCI yeast anticancer drug screen, S. cerevisiae bub3 mutant strain. 78,000 compounds, 9.9% hits. % growth inhibition at 50 µM;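 note: 0% = growth of vehicle-only cultures of the same strain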
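Inhibition values come from growth of compound-treated mutant yeast normalised to vehicle-treated controls.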
yeast rad50: NCI yeast anticancer drug screen, S. cerevisiae rad50 strain; 79,000 compounds, 10% hits; % growth inhibition at 50 µM;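 note: 0% = growth of vehicle-only cultures of the same strain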
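Vehicle-treated cultures provide the reference for the growth inhibition reported for compound-exposed, repair-deficient yeast.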
mec2-1: NCI yeast anticancer drug screen, S. cerevisiae mec2-1 strain; 79,000 compounds, 9% hits; % growth inhibition at 50 µM;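 note: 0% = growth of vehicle-only cultures of the same strain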
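Using mec2-1 yeast: add compound, measure growth, express inhibition versus vehicle-treated cultures.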
* hit, by the source's call; & = joins results of further samples. Cut-off read from the data, not from the text of the source: active = growth inhibition above about 70%; inactive = the rest.

Screening CCOC(=O)c1cnc2c(cnn2CC)c1NCC(C)C returned sgs1 mgt1 19, cln2 rad14 3, mlh1 rad18 3, bub3 86*, yeast rad50 -3 and mec2-1 22.
For c1ccc(CNC2Cc3ccccc3C2)cc1 the results were sgs1 mgt1 1, cln2 rad14 -36, mlh1 rad18 -2, bub3 -12, yeast rad50 20 and mec2-1 -11.
`CC(=O)CC(=O)Nc1cccc(C)c1` gave sgs1 mgt1 3, cln2 rad14 5, mlh1 rad18 -6, bub3 16, yeast rad50 -14 and mec2-1 -16.
Clc1ccc(Cl)s1 was read as sgs1 mgt1 20, cln2 rad14 19, mlh1 rad18 26, bub3 14, yeast rad50 34 and mec2-1 4.
`CC(C)=CCc1ccc2c(c1)CCCN2C` gave sgs1 mgt1 -17, cln2 rad14 -47, mlh1 rad18 1, bub3 21, yeast rad50 -44 and mec2-1 -22.
`CC[N+](C)(CC)Cc1ccc([NH-])c([NH-])c1.[Cl][Pt+2][Cl]` gave sgs1 mgt1 36, cln2 rad14 37, mlh1 rad18 28, bub3 -14, yeast rad50 35 and mec2-1 27.
Screening COc1cnc(NS(=O)(=O)c2ccc(N)cc2)nc1 returned sgs1 mgt1 -9, cln2 rad14 10, mlh1 rad18 -7, bub3 -10, yeast rad50 -12 and mec2-1 -10.
Screening C/C(=C/C(C)C)C(C)(C#N)C(N)=O (stereo not given) returned sgs1 mgt1 1, cln2 rad14 8, mlh1 rad18 4, bub3 9, yeast rad50 9 and mec2-1 6.
O=C1CC(Br)C(c2ccccc2)(c2ccccc2)O1 (stereo not given) was read as sgs1 mgt1 34, cln2 rad14 46, mlh1 rad18 32, bub3 14, yeast rad50 32 and mec2-1 9.
For CCOC(=O)N(C(C)C)C(C)C the results were sgs1 mgt1 14, cln2 rad14 0, mlh1 rad18 33, bub3 -5, yeast rad50 -12 and mec2-1 -12.
Screening O=C(O)C(c1ccccc1)C(O)(CCl)c1ccccc1 (stereo not given) returned sgs1 mgt1 4, cln2 rad14 -16, mlh1 rad18 -4, bub3 13, yeast rad50 17 and mec2-1 12.
For CCC=Nc1c(O)cc(-c2ccccc2)n(C)c1=O the results were sgs1 mgt1 71*, cln2 rad14 16, mlh1 rad18 61, bub3 70*, yeast rad50 73* and mec2-1 12.
`O=S(=O)(O)c1cccc(/C(=N\Nc2ccccn2)c2ccccn2)c1` gave sgs1 mgt1 60, cln2 rad14 41, mlh1 rad18 45, bub3 51, yeast rad50 44 and mec2-1 26.
CCCCCCCCCCCCCCCCCC(=O)N1C(=O)c2ccccc2C1=O was read as sgs1 mgt1 7, cln2 rad14 -9, mlh1 rad18 30, bub3 -3, yeast rad50 23 and mec2-1 2.
Screening O=c1nc(Oc2ccc(Cl)cc2Cl)oc2cc(Cl)ccc12 returned sgs1 mgt1 -1, cln2 rad14 18, mlh1 rad18 14, bub3 -35, yeast rad50 -31 and mec2-1 -21.
COc1ccc(C(=O)CC2CCCC(CC(=O)c3ccc(OC)cc3)N2C)cc1 (stereo not given) was read as mlh1 rad18 30, yeast rad50 5 and mec2-1 -6.
`COc1ccc2[nH]ccc(=O)c2c1` gave sgs1 mgt1 12&-48, cln2 rad14 -6&-4, mlh1 rad18 6&-19, bub3 -4&-43, yeast rad50 9&-28 and mec2-1 0&-24.
Screening O=C(CCl)Nc1ccc2c(c1)C(=O)c1ccc(NC(=O)CCl)cc1C2=O returned sgs1 mgt1 4, cln2 rad14 2, mlh1 rad18 22, bub3 -21, yeast rad50 6 and mec2-1 -5.
`COC(=O)/C(C)=C(/CCC1(C)OCCO1)O[Si](C)(C)C` gave sgs1 mgt1 -14, cln2 rad14 8, mlh1 rad18 5, bub3 -7, yeast rad50 -7 and mec2-1 -2.
Screening CCOc1ccc(NC(=O)C(=O)CC(=O)c2c(C)n([O-])c3ccccc3[n+]2=O)cc1 returned sgs1 mgt1 -35, cln2 rad14 7, mlh1 rad18 -11, bub3 0, yeast rad50 -6 and mec2-1 4.
CN(C)Cc1cc(C(=O)/C=C/c2ccccc2)cc(CN(C)C)c1O was read as sgs1 mgt1 -8, cln2 rad14 -38, mlh1 rad18 -21, bub3 4, yeast rad50 -24 and mec2-1 -17.
`COc1cc(OC)c(NC(=O)C(Cl)(Cl)Cl)cc1Cl` gave sgs1 mgt1 6, cln2 rad14 -17, mlh1 rad18 27, bub3 31, yeast rad50 4 and mec2-1 42.
For Cc1ccc(/C=N/NS(=O)(=O)c2ccccc2)cc1 the results were sgs1 mgt1 16, cln2 rad14 -17, mlh1 rad18 25, bub3 12, yeast rad50 18 and mec2-1 14.
Screening CCCN(Cc1ccccc1)CC(O)c1ccc(Cl)cc1 (stereo not given) returned sgs1 mgt1 32, cln2 rad14 3, mlh1 rad18 20, bub3 33, yeast rad50 1 and mec2-1 4.
For COc1ccc(/C=C/C(=O)C(C)(C)C)cc1OC the results were sgs1 mgt1 4, cln2 rad14 32, mlh1 rad18 23, bub3 28, yeast rad50 25 and mec2-1 4.
Screening COc1cc(OC)c(-c2nc3ccc(C)cc3c(=O)o2)cc1OC returned sgs1 mgt1 18, cln2 rad14 -15, mlh1 rad18 18, bub3 35, yeast rad50 21 and mec2-1 19.
For O=C(O)C1CCCCC1 the results were sgs1 mgt1 23&-14, cln2 rad14 -13&6, mlh1 rad18 17&8, bub3 3&2, yeast rad50 -10&-6 and mec2-1 -8&-23.
Cc1cccc(NC(=O)CCc2ccc(Cl)cc2)n1 was read as sgs1 mgt1 0, cln2 rad14 42, mlh1 rad18 -3, bub3 10, yeast rad50 6 and mec2-1 3.
Screening O=c1c2ccccc2c(=O)n2n1-c1cccc(c1)CSSCc1cccc-2c1 returned sgs1 mgt1 -11, cln2 rad14 -3, mlh1 rad18 -13, bub3 0, yeast rad50 -17 and mec2-1 3.
For O=C1CSC(=S)N1Cc1ccccc1 the results were mlh1 rad18 34, yeast rad50 35 and mec2-1 21.
`O=C(O)c1ccc(Nc2c3ccccc3nc3ccccc23)cc1` gave sgs1 mgt1 37, cln2 rad14 17, mlh1 rad18 25, bub3 27, yeast rad50 49 and mec2-1 12.
`c1ncc2[nH]cnc2n1` gave sgs1 mgt1 -12, cln2 rad14 -69, mlh1 rad18 6, bub3 8, yeast rad50 -15 and mec2-1 -4.
For Nc1ccc2c(c1)C(O)c1ccccc1-2 (stereo not given) the results were sgs1 mgt1 -5, cln2 rad14 -4, mlh1 rad18 -14, bub3 2, yeast rad50 -12 and mec2-1 -16.
`Nc1nnc2c(=O)[nH]cnc2n1` gave sgs1 mgt1 -29, cln2 rad14 -14, mlh1 rad18 -7, bub3 -12, yeast rad50 2 and mec2-1 -9.
`O=C(c1ccc(F)cc1)C1CC1` gave sgs1 mgt1 19, cln2 rad14 9, mlh1 rad18 2, bub3 -1, yeast rad50 4 and mec2-1 -18.
COc1ccccc1C1C(C(=O)Nc2ccccc2)=C(C)NC(C)=C1C(=O)Nc1ccccc1 was read as sgs1 mgt1 -36, cln2 rad14 15, mlh1 rad18 -11, bub3 -4, yeast rad50 -3 and mec2-1 -22.
Screening O=C1/C=C2/C=CC=CN2C(=O)/C=C2/C=CC=CN12 returned sgs1 mgt1 -15, cln2 rad14 2, mlh1 rad18 -12, bub3 1, yeast rad50 -2 and mec2-1 -15.
c1ccc(-c2ccc(-c3ccccc3)c(-c3ccc4c(c3)CCC4)c2-c2ccccc2)cc1 was read as sgs1 mgt1 7, cln2 rad14 14, mlh1 rad18 22, bub3 -4, yeast rad50 14 and mec2-1 13.
`CCOc1ccc(C2=C/C(=C/c3cccs3)C(=O)O2)cc1` gave sgs1 mgt1 -1, cln2 rad14 -26, mlh1 rad18 -6, bub3 14, yeast rad50 4 and mec2-1 -7.
Screening CCOC(=O)C(C)(C)C returned sgs1 mgt1 14, cln2 rad14 26, mlh1 rad18 23, bub3 73*, yeast rad50 16 and mec2-1 -8.
`O=C1C2C3CCC(C3)C2S(=O)(=O)C2C3CCC(C3)C12` (stereo not given) gave sgs1 mgt1 35, cln2 rad14 -2, mlh1 rad18 -23, bub3 -2, yeast rad50 -5 and mec2-1 -6.
For C=CCc1cc(OC)ccc1O the results were sgs1 mgt1 31, cln2 rad14 -3, mlh1 rad18 20, bub3 22, yeast rad50 22 and mec2-1 37.
For N#CC(C#N)=C(N)/C(C#N)=C/c1cc(O)c(O)c(Br)c1 the results were sgs1 mgt1 -10, cln2 rad14 -4, mlh1 rad18 -20, bub3 -17, yeast rad50 -24 and mec2-1 -11.
COC(=O)/C(=N/NC(N)=O)C(C(=O)C(=O)Nc1ccc(C)cc1)c1nc2ccc(C(=O)c3ccccc3)cc2[nH]c1=O (stereo not given) was read as sgs1 mgt1 17, cln2 rad14 -16, mlh1 rad18 11, bub3 14, yeast rad50 17 and mec2-1 12.
NCC(=O)NC(Cc1ccccc1)C(=O)O (stereo not given) was read as sgs1 mgt1 -21&-1, cln2 rad14 -3&-4, mlh1 rad18 -13&-4, bub3 -10&-8, yeast rad50 -15&-29 and mec2-1 -12&-15.
Nc1cccc2c1C(=O)c1cccc(Cl)c1C2=O was read as sgs1 mgt1 21, cln2 rad14 -82, mlh1 rad18 50, bub3 58, yeast rad50 88* and mec2-1 12.
O=C1O/C(=C(/Cl)c2cccc3ccccc23)c2ccccc21 was read as sgs1 mgt1 -38, cln2 rad14 10, mlh1 rad18 -38, bub3 -17, yeast rad50 -40 and mec2-1 -68.
Screening CCCCCCCCN(CCCCCCCC)CC(O)c1ccc2c(c1)Sc1ccccc1O2 (stereo not given) returned sgs1 mgt1 98*, cln2 rad14 97*, mlh1 rad18 98*, bub3 97*, yeast rad50 97* and mec2-1 98*.
C=CCCCCCCCCCOC(C)=O was read as sgs1 mgt1 -20, cln2 rad14 -10, mlh1 rad18 8, bub3 -3, yeast rad50 -14 and mec2-1 -41.
Screening CCCCC(O)(CCCC)C(C)(C)C returned sgs1 mgt1 1, cln2 rad14 -31, mlh1 rad18 9, bub3 0, yeast rad50 4 and mec2-1 4.
Screening CC(C)C(=O)c1ccccc1Cl returned sgs1 mgt1 -2, cln2 rad14 0, mlh1 rad18 -8, bub3 3, yeast rad50 3 and mec2-1 -7.
Nc1ccc(S(=O)(=O)O)cc1 was read as sgs1 mgt1 2, cln2 rad14 -29, mlh1 rad18 -3, bub3 -7, yeast rad50 -21 and mec2-1 4.
For CC1C(O)CCC2C1(C)CCC1C2(C)CCC2(C)C3CC(C)(C)CCC3(C)CCC12C (stereo not given) the results were sgs1 mgt1 12, cln2 rad14 -10, mlh1 rad18 -7, bub3 6, yeast rad50 -5 and mec2-1 -3.
Screening Oc1c(I)cc(Cl)c2cccnc12 returned sgs1 mgt1 98*, cln2 rad14 97*, mlh1 rad18 98*, bub3 99*, yeast rad50 97* and mec2-1 98*.
For CCc1ccc2c(c1)CC1(C2)Cc2cc3c(cc2C1)C(=O)CC3 (stereo not given) the results were sgs1 mgt1 -13, cln2 rad14 -10, mlh1 rad18 -37, bub3 8, yeast rad50 -62 and mec2-1 -70.
O=S(=O)(/N=C1/SC(=Nc2ccccc2)N(c2ccccc2)/C1=N/S(=O)(=O)c1ccccc1)c1ccccc1 was read as sgs1 mgt1 -13, cln2 rad14 7, mlh1 rad18 20, bub3 -5, yeast rad50 9 and mec2-1 -4.

Entries from the list above that have an aryl methoxy group, in the order listed:
Screening COc1cnc(NS(=O)(=O)c2ccc(N)cc2)nc1 returned sgs1 mgt1 -9, cln2 rad14 10, mlh1 rad18 -7, bub3 -10, yeast rad50 -12 and mec2-1 -10.
COc1ccc(C(=O)CC2CCCC(CC(=O)c3ccc(OC)cc3)N2C)cc1 (stereo not given) was read as mlh1 rad18 30, yeast rad50 5 and mec2-1 -6.
`COc1ccc2[nH]ccc(=O)c2c1` gave sgs1 mgt1 12&-48, cln2 rad14 -6&-4, mlh1 rad18 6&-19, bub3 -4&-43, yeast rad50 9&-28 and mec2-1 0&-24.
`COc1cc(OC)c(NC(=O)C(Cl)(Cl)Cl)cc1Cl` gave sgs1 mgt1 6, cln2 rad14 -17, mlh1 rad18 27, bub3 31, yeast rad50 4 and mec2-1 42.
For COc1ccc(/C=C/C(=O)C(C)(C)C)cc1OC the results were sgs1 mgt1 4, cln2 rad14 32, mlh1 rad18 23, bub3 28, yeast rad50 25 and mec2-1 4.
Screening COc1cc(OC)c(-c2nc3ccc(C)cc3c(=O)o2)cc1OC returned sgs1 mgt1 18, cln2 rad14 -15, mlh1 rad18 18, bub3 35, yeast rad50 21 and mec2-1 19.
COc1ccccc1C1C(C(=O)Nc2ccccc2)=C(C)NC(C)=C1C(=O)Nc1ccccc1 was read as sgs1 mgt1 -36, cln2 rad14 15, mlh1 rad18 -11, bub3 -4, yeast rad50 -3 and mec2-1 -22.
For C=CCc1cc(OC)ccc1O the results were sgs1 mgt1 31, cln2 rad14 -3, mlh1 rad18 20, bub3 22, yeast rad50 22 and mec2-1 37.
